MsrA inhibitor – inhibits bovine methionine sulfoxide reductase A. purified bovine MsrA, absorbance read-out. inhibition, % at 15.5 µM. hit rate 0.75% among 360,000; in the data active = inhibition above about 4.5%;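 also: 0% = vehicle wells with enzyme and 100% = reference inhibitor wells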
MT1-MMP act inh – blocks activation of human MT1-MMP. HT1080 RFP-PRO-GFP cells, GFP/RFP ratio fluorescence, overnight; percent of plate control window, DMSO zero. AID 651647. hit rate 0.061% among 360,000. P50281. GFP/RFP ratio change, % at 20 µM;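 active = GFP/RFP ratio change of at least 30% with cell ATP level not reduced by more than half and red fluorescence within 50% of control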; also: strong numbers were not always called active
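Read-out: GFP/RFP fluorescence ratio; Test system: RFP-PRO-GFP reporter HT1080 cells; Compound dosing: single-point 20 µM compound, 1% DMSO; Times: overnight compound exposure at 37 °C.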
MsrA act – activators of bovine methionine sulfoxide reductase A | purified bovine MsrA, absorbance read-out | activation, % at 10.6 µM | hit rate 0.3% among 360,000 | AID 602163; in the data active = activation above about 7.5%;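 also: 0% = vehicle and 100% = reference activator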
FAS TE block – blocks the thioesterase domain of human fatty acid synthase; hit rate 0.67% among 360,000; P49327; recombinant FAS-TE, OMFH fluorogenic substrate, fluorescence endpoint; inhibition, % at 15 µM;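 active = compounds whose normalised, plate-corrected inhibition of enzyme fluorescence in the single-dose primary screen is 50% or more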;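 also: 0% = DMSO with enzyme and 100% = substrate without enzyme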
Rpn11 block – inhibitors of human proteasome Rpn11; O00487; AID 588493; human 26S proteasome, Ub4-pepOG fluorescence polarization; 20S core pre-blocked with epoxomicin; hit rate 0.59% among 360,000; calls only at 20 µM;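 active = inhibition at 20 µM, scaled to each plate's controls, above about 33%, limit read from the data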
Target sequence (O00487 whole entry, looked up): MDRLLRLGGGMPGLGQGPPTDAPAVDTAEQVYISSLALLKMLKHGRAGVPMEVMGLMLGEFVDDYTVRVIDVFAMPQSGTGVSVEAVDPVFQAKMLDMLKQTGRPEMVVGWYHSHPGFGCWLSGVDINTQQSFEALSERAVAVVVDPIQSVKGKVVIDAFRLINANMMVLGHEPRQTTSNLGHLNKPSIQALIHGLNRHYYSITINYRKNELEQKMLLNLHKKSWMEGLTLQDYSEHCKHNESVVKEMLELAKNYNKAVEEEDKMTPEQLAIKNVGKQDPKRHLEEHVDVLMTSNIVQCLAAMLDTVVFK
E coli Lon inh – inhibits E. coli Lon protease. purified E. coli Lon protease, fluorescence polarization. inhibition, % at 7.94 µM. hit rate 0.42% among 360,000. AID 602123; in the data active = inhibition above about 13%, passing the limit was not always enough;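 also: 0% = enzyme with probe and DMSO and 100% = no enzyme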
Rin1 Abl inh – inhibitors of human Rin1-Abl protein interaction | P00519+Q13671 | TR-FRET Rin1/Abl binding, biochemical | inhibition, % at 7.35 µM | hit rate 0.4% among 360,000 | AID 588664; in the data active = inhibition above about 5%, passing the limit was not always enough
PABP1 MLLE inh – inhibitors of microRNA-mediated deadenylation, human PABP1 MLLE binding; P11940; GST-MLLE / FITC-PAM2 fluorescence polarization; AID 588489; hit rate 0.36% among 360,000; inhibition, % at 20 µM; in the data active = inhibition above about 35%, passing the limit was not always enough;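 also: plate controls were DMSO wells with GST-MLLE for no effect and wells lacking GST-MLLE protein for full effect; some results filed as inactive read as strong as hits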
Target sequence (P11940 whole entry, looked up): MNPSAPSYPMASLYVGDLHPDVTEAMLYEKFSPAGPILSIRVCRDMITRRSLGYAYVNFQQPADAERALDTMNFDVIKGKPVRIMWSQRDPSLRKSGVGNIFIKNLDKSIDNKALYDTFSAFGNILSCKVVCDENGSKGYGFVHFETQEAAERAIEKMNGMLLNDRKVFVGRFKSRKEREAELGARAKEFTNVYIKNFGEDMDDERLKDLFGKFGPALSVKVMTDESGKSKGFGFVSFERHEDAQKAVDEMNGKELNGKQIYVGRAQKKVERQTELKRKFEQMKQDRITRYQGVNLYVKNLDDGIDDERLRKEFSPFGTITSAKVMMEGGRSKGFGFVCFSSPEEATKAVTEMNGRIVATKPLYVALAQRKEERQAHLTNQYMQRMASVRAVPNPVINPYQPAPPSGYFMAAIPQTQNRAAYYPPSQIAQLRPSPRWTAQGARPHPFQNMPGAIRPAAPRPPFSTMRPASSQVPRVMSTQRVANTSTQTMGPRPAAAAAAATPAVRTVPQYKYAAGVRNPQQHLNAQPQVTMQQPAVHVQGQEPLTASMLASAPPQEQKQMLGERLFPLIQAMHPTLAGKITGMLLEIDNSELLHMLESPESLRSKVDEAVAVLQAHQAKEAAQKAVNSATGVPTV
CSN deneddyl inh – blocks human CSN-mediated cullin deneddylation; Q92905; Purified CSN, SCF-Nedd8-OG deneddylation, fluorescence polarization; inhibition, % at 12.5 µM; hit rate 0.38% among 360,000; AID 651999;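 active = pattern-corrected inhibition above about 35%, with an unprinted fluorescence ratio check between 0.5 and 1.5, limit read from the data, passing the limit was not always enough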;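 also: 0% = enzyme with substrate and 100% = substrate without enzyme; some results filed as inactive read as strong as hits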
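Assay system: Purified human Csn5 enzyme expressed in HEK293T cells | Amount: Enzyme 0.24 nM | Measured by: Fluorescence polarization readout | Medium: Tris/NaCl/DTT buffer, pH 7.5 | Compound dosing: One concentration, 12.5 µM, 0.25% DMSO | Times: 90 min incubation of compound, enzyme and substrate at room temperature | Control set: no-enzyme wells high, enzyme-with-substrate wells low | Read-out: % inhibition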
* = called active by the depositor; i = inactive; / = no result given.

| smiles | MsrA inhibitor | MT1-MMP act inh | CSN deneddyl inh | MsrA act | FAS TE block | Rin1 Abl inh | PABP1 MLLE inh | Rpn11 block | E coli Lon inh |
| --- | --- | --- | --- | --- | --- | --- | --- | --- | --- |
| Cc1onc(-c2ccccc2)c1C(=O)n1cc(Br)cn1 | -0.7 | -2 | 3 | -3 | 35 | -2 | -2 | i | 0 |
| COc1cc(NS(=O)(=O)c2ccc(NC(=S)NC(=O)/C=C/c3ccc(OC)c(OC)c3)cc2)ncn1 | 1.9 | -3 | 6 | -7 | 0 | -3 | 33 | i | -8 |
| N/C(=N\OS(=O)(=O)c1ccccc1)c1cccnc1 | -0.3 | 5 | 2 | -1 | -5 | 1 | -2 | i | 5 |
| Cn1c(=O)n(C)c2cc(N3CCCC3)c(NC(=O)c3cccc(F)c3)cc21 | 1.0 | 9 | 1 | -2 | 2 | -1 | 0 | i | 4 |
| CC(C)C(=O)c1cn(CC(=O)N2CCCc3ccccc32)c2ccccc12 | 0.4 | -2 | 1 | -2 | 14 | 2 | -11 | i | 0 |
| CCOc1ccc(-n2c(COc3ccccc3)nnc2SCC(N)=O)cc1 | 0.3 | -5 | 3 | -3 | -9 | 0 | -124 | i | -9 |
| Cc1cc(OCCN2CCC(Cc3ccccc3)CC2)ccc1[N+](=O)[O-] | 0.4 | -2 | 0 | -2 | 25 | 1 | -3 | i | -6 |
| CC(C)NC(=O)CCNS(=O)(=O)c1ccc(Br)cc1 | -0.8 | 4 | 0 | -1 | -7 | 1 | 12 | i | -11 |
| COc1ccc(CNC(=O)CSc2nnc(C(F)(F)F)n2C)cc1 | -0.1 | 0 | 2 | -4 | -1 | 3 | -8 | i | -1 |
| CN1CCCN(C(=O)c2ccccc2Cl)CC1 | -1.3 | 4 | -1 | -2 | -7 | 0 | -8 | i | 0 |
| Cc1cc(C(=O)OCC(=O)N2CC(=O)Nc3ccccc32)no1 | 0.8 | -1 | 4 | 1 | -9 | 1 | -1 | i | -4 |
| CN(C)S(=O)(=O)c1cccc(NC(=O)COc2nc3ccccc3nc2N2CCOCC2)c1 | 2.6 | -1 | 4 | -4 | 1 | -3 | -13 | i | -15 |
| COc1ccc(S(=O)(=O)n2nc(OCc3cccs3)cc2N)cc1 | 1.1 | 2 | 2 | -6 | -3 | -1 | 14 | i | 8 |
| COc1ccc(CO/N=C/c2c(C)[nH]c(=O)[nH]c2=O)cc1 | -0.3 | 3 | 1 | -1 | -7 | -4 | 10 | i | -1 |
| CC(CCl)n1c(=O)c2ccccc2n1S(C)(=O)=O (configuration not stated) | -0.7 | 5 | 0 | -3 | -9 | / | / | / | -7 |
| CCc1ccc(N2C(=O)CN(CC(=O)OC)C2=S)cc1 | -0.6 | -6 | -1 | 0 | -2 | 1 | -2 | i | -2 |
| COc1ccc(N(Cc2cc3cc(C)ccc3[nH]c2=O)C(C)=O)cc1 | 1.4 | -2 | 3 | 2 | -4 | 1 | -8 | i | 0 |
| O=C(Nc1ccc(F)cc1)c1ccccc1Oc1ccc(C(F)(F)F)cc1[N+](=O)[O-] | -0.4 | -10 | -10 | -4 | 33 | -1 | 7 | i | -6 |
| Cc1csc(=N)n1CC(=O)N1CCc2ccccc21 | -1.1 | -1 | -3 | -5 | -6 | -1 | 4 | i | 6 |
| O=C(Cc1n[nH]c(=O)c2ccccc12)Nc1cc(Cl)ccc1-n1cncn1 | 0.3 | 0 | -1 | -2 | 1 | 4 | -8 | i | 0 |
| O=C(Nc1ccncc1)c1cc(-c2ccccn2)nc2ccc(Br)cc12 | -1.3 | -1 | 51* | -8 | 3 | 2 | 4 | i | -7 |
| CCCCCCC1CCC(C(=O)Nn2c(C)nc3ccccc3c2=O)CC1 (configuration not stated) | -0.3 | 6 | -3 | -3 | -3 | 1 | 4 | i | 2 |
| Cn1c(C(=O)N2CCCC(C(=O)NCCCc3ccccc3)C2)cc2sccc21 (configuration not stated) | -0.2 | -2 | 5 | 0 | 8 | -1 | 4 | i | 1 |
| CCCOc1ccccc1-c1nc2c([nH]1)c(=O)[nH]c(=O)n2C | 2.7 | -1 | -3 | -4 | -6 | -3 | 10 | i | 3 |
| Cc1ccc(N/C=C/C(=O)c2cccs2)cc1 | 2.7 | -3 | 5 | -4 | 6 | 0 | -8 | i | -11 |
| Cc1ccc(S(=O)(=O)N2CCN(C(=O)COc3ccc(-c4nnco4)cc3)CC2)cc1 | 1.3 | -2 | 0 | -2 | 0 | 3 | -13 | i | -5 |
| COc1cc(OC)c(-c2nc3ccccc3s2)cc1OC | 2.0 | 1 | 2 | -4 | 9 | -2 | 7 | i | -7 |
| NC(=O)CCn1cnc2ccccc21 | -0.9 | 1 | -4 | -1 | -10 | 2 | -3 | i | 12 |
| CN1OC[C@@H]2CN(C(=O)CCc3ccccc3)[C@H](c3cccc(-c4ccccc4)c3)C[C@@H]21 | -0.2 | -2 | 0 | -5 | 12 | 2 | -13 | i | -11 |
| O=C(NCC1CCCO1)c1ccc2c(=O)n(-c3ccccc3)c(=S)[nH]c2c1 (configuration not stated) | -0.6 | 2 | 5 | -4 | -7 | -3 | 21 | i | -6 |
| CCOC(=O)NC(=S)Nc1cccc(C)n1 | -0.3 | 4 | -4 | 0 | -2 | -2 | 22 | i | -8 |
| CS(=O)(=O)Cc1ccc(C(=O)NC(c2ccccc2)c2ccccc2)cc1 | 0.7 | -3 | 4 | -1 | 0 | 1 | 8 | i | 0 |
| CCOC(=O)c1c(/N=C/c2cc([N+](=O)[O-])ccc2O)sc(C)c1C | 1.5 | -2 | 2 | -3 | -10 | -3 | 23 | i | 1 |
| Cc1cc(C(=O)N/N=C/c2sccc2C)no1 | 2.7 | 5 | 2 | -5 | -4 | 0 | 8 | i | -10 |
| NS(=O)(=O)c1cccc(NC(=O)CSc2nc3ccccc3c(=O)n2CCCN2CCOCC2)c1 | -0.5 | 12 | -1 | -4 | -8 | 1 | 3 | i | -13 |
| S=C(Nc1ccc(Cl)cc1)N(CCCN1CCOCC1)Cc1ccco1 | -0.7 | 0 | 1 | -7 | -5 | 0 | -83 | i | -7 |
| Cc1nc2ccccc2c2ncccc12 | 0.9 | -4 | -3 | 0 | -5 | 2 | -7 | i | -4 |
| COc1cc(NC(=O)C(Cc2ccccc2)n2cccc2)cc(OC)c1 (configuration not stated) | -0.8 | -1 | 2 | -10 | 16 | 0 | -19 | i | 13 |
| Cc1ccc(NC(=S)NC(=O)C2CCC2)cc1C | -1.4 | -3 | 3 | -5 | 12 | 0 | 21 | i | -4 |
| COc1ccc(S(=O)(=O)N2CC(C(=O)O)Oc3ccccc32)cc1 (configuration not stated) | 0.5 | -3 | -1 | -4 | -3 | 3 | 9 | i | -13 |
| O=C(CSc1nc(N2CCOCC2)nc(N2CCOCC2)n1)Nc1cccc(C(F)(F)F)c1 | 0.7 | 0 | 1 | -3 | 1 | -1 | -4 | i | -4 |
| CSc1cccc(NC(=O)CSc2nc3ccccc3o2)c1 | 0.3 | -2 | -1 | -2 | 23 | 1 | 0 | i | -3 |
| COC(=O)c1c(C)oc(C)c1S(=O)(=O)NCc1ccco1 | -0.7 | 2 | -5 | -2 | -7 | -4 | -1 | i | 2 |
| COc1ccc(-c2cn3cc(C)ccc3n2)cc1OC | 0.0 | 11 | -3 | 2 | 0 | 1 | -5 | i | -4 |
| NNC(=O)c1sccc1OCc1cccc(C(F)(F)F)c1 | 0.5 | 6 | -3 | 2 | -4 | 2 | -26 | i | 10 |
| Cc1ccn2c(c1)nc(=S)n2C(=O)c1ccccc1 | -0.2 | -3 | -7 | -3 | -8 | -2 | 18 | i | 6 |
| Cc1ccc(NS(=O)(=O)c2cc(C(=O)Nc3cccc([N+](=O)[O-])c3)ccc2C)cc1 | 0.9 | -7 | -5 | -9 | 37 | 0 | -3 | i | -4 |
| Cc1ccc(-c2nn3c(C)nnc3c3ccccc23)cc1S(=O)(=O)N(C)CCO | -0.3 | 12 | 1 | -2 | -6 | -5 | 4 | i | 5 |
| O=C(CCc1nnc(Cc2c[nH]c3ccccc23)o1)NC(C1CC1)C1CC1 | -1.5 | 2 | -14 | -10 | -4 | 3 | 0 | i | -1 |
| CCN(C(=O)CCc1nc(-c2ccccc2F)no1)c1cc(OC)ccc1OC | 1.3 | -6 | -3 | -10 | 4 | 1 | -8 | i | -7 |
| O=C(CCN1CCN(C/C=C/c2ccccc2)CC1)Nc1ccc(Cl)cc1 | 0.0 | 2 | -10 | -4 | -14 | -1 | -12 | i | 0 |
| O=C(Nc1ccccn1)c1ccc2c(=O)n3c(nc2c1)CCCCC3 | 0.7 | 0 | -1 | -3 | -3 | 5 | -2 | i | -8 |
| COc1cc(CCC(=O)Nc2cc(S(=O)(=O)N3CCOCC3)ccc2OC(C)C)cc(OC)c1OC | -0.3 | -1 | 0 | 1 | -2 | -3 | -30 | i | 3 |
| Cc1cc(C)c(NS(=O)(=O)c2c(C(=O)N3CCOCC3)c(C)n(C)c2C)c(C)c1 | -0.5 | 1 | -1 | 1 | -10 | 3 | 3 | i | 8 |
| O=C(O)CCC(=O)NNc1ccccc1[N+](=O)[O-] | 0.3 | 0 | -14 | -1 | -21 | -4 | 5 | i | -4 |
| C=C(C)COc1ccc(-c2nc(N)ncc2-c2ccc(OC)c(OC)c2)c(O)c1 | -0.2 | -3 | 6 | -2 | 14 | 3 | -3 | i | -17 |
| O=C(Oc1ccc(Br)cc1C(=O)/C=C/c1ccccc1F)c1ccco1 | 1.3 | -4 | 10 | -3 | 16 | -1 | 4 | i | 3 |
| COCc1nnc(NC(=O)c2ccc(S(=O)(=O)N(C)Cc3ccccc3)cc2)o1 | -0.8 | -3 | -1 | -1 | -4 | -1 | 3 | i | -5 |
| COc1ccc(/C=N/NC(=O)C(=O)Nc2ccccn2)cc1OC | 1.5 | -3 | -3 | 0 | -8 | -3 | -9 | i | -3 |
| COc1ccc(CNC(=O)c2cccc3c(-c4cccc(C(N)=O)c4)coc23)cc1OC | 0.4 | 15 | 1 | -1 | -7 | 1 | 7 | i | -1 |

Looked up above:
O=C(CCN1CCN(C/C=C/c2ccccc2)CC1)Nc1ccc(Cl)cc1 in E coli Lon inh → 0
Cc1cc(C(=O)OCC(=O)N2CC(=O)Nc3ccccc32)no1 in MT1-MMP act inh → -1
O=C(CSc1nc(N2CCOCC2)nc(N2CCOCC2)n1)Nc1cccc(C(F)(F)F)c1 in CSN deneddyl inh → 1
Cc1cc(C(=O)N/N=C/c2sccc2C)no1 in MT1-MMP act inh → 5
Cc1ccn2c(c1)nc(=S)n2C(=O)c1ccccc1 in Rin1 Abl inh → -2
COc1ccc(-c2cn3cc(C)ccc3n2)cc1OC in FAS TE block → 0

3 compounds already listed, ordered by the number in MT1-MMP act inh, highest first:
mol | MT1-MMP act inh
Cc1cc(C(=O)OCC(=O)N2CC(=O)Nc3ccccc32)no1 | -1
Cc1cc(OCCN2CCC(Cc3ccccc3)CC2)ccc1[N+](=O)[O-] | -2
O=C(Oc1ccc(Br)cc1C(=O)/C=C/c1ccccc1F)c1ccco1 | -4

High-throughput results: PubChem BioAssay, several laboratories
